12-LOX inh: blocks human arachidonate 12S-lipoxygenase | purified 12hLO, xylenol orange hydroperoxide absorbance | P18054 | AID 1671190 | hit rate 1.1% among 580,000 | Potency, µM (series often up to 108 µM), inactives show top-dose activity change, negative = inhibition, actives largely listed as inhibitors; note: potency is the fitted concentration of half-maximal effect; % is set by controls: 0 for no effect and ±100 for the full control effect
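Purified human 12hLO (150 nM final) in 25 mM Hepes, 0.01% Triton X-100, pH 7.0 was preincubated 15 min at room temperature with compound. Then 40 uM arachidonic acid was added, 30 min. Hydroperoxide was read by Fe-XO absorbance ratio 573/405 nm.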
Vif-A3F inh: Vif-A3F binding inhibition. HeLa A3F-eYFP + Vif (tagged APOBEC3F with the HIV-1 protein that degrades it), YFP fluorescence increase. Potency, µM (doses to about 46.1 µM), without a hit: top-dose activity, negative = active. hit rate 0.2% among 390,000. AID 602313; note: potency is the fitted concentration of half-maximal effect; % of control where 0% means no effect; nearly all actives have a fitted effect of over 65% in size
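Fluorescence increase (Ex 488/Em 500-530) after overnight compound treatment at 37 deg C flags inhibition of Vif-driven A3F-eYFP loss in stable HeLa A3F-eYFP/Vif cells seeded overnight beforehand.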
Vif-A3G inh: inhibitors of Vif-APOBEC3G interaction; Q9HC16; HeLa A3G-eYFP + Vif (tagged APOBEC3G with the HIV-1 protein that degrades it), YFP fluorescence, overnight; Potency, µM (titrated, usually from 46.1 µM), for inactives: at the highest dose activity, negative = active, most hits filed as inhibitors; hit rate 0.076% among 410,000; AID 602310;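 note: potency is the fitted concentration of half-maximal effect; % is set by controls: 0 for no effect and ±100 for the full control effect; nearly all actives have a fitted effect of over 60% in size; hits raise eYFP signal because A3G escapes Vif-driven loss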
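Read-out is eYFP fluorescence (Ex 488/Em 500-530) from Vif-expressing HeLa A3G-eYFP cells; more signal means A3G escaped Vif-mediated degradation. Cells plated overnight, compound pinned in, incubated overnight at 37 deg C.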
D2 antag: antagonists of human D2 dopamine receptor. P14416. HEK293 TREx D2 cells, calcium flux, dopamine EC80. inhibition, % at 10 µM. hit rate 2% among 340,000; in the data active = inhibition above about 30%; note: 0% is about no effect
Target sequence (P14416 whole entry, looked up): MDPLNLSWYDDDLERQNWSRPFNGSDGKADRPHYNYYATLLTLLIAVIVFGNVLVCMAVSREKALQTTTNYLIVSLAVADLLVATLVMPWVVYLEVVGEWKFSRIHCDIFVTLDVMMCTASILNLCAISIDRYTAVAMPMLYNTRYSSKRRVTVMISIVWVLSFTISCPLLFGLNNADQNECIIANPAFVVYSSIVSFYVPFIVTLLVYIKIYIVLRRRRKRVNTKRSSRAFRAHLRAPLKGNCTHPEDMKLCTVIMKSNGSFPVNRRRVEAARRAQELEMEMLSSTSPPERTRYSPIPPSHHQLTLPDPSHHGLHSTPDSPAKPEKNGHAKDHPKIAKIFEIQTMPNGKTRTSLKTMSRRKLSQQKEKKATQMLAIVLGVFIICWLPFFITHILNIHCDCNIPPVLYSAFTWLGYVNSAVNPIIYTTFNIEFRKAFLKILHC
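Read-out: kinetic calcium fluorescence (1 cycle/s) in inducible HEK293 T-REx D2 cells after an EC80 dopamine addition that followed 180 s compound preincubation. Loss of the dopamine response indicates antagonism.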
RGS4 inh: blocks human RGS4-accelerated GTP hydrolysis. P49798. Transcreener GDP fluorescence polarization, RGS4-accelerated GTP hydrolysis. Potency, µM (titrated, usually from 114 µM), for inactives: top-dose activity change, negative = inhibition, hits mostly inhibitors. hit rate 0.039% among 390,000; note: potency is the fitted concentration of half-maximal effect; % is set by controls: 0 for no effect and ±100 for the full control effect; nearly all actives have a fitted effect of over 75% in size; some results filed as inactive show a strong effect at the top dose
Target sequence (P49798 whole entry, looked up): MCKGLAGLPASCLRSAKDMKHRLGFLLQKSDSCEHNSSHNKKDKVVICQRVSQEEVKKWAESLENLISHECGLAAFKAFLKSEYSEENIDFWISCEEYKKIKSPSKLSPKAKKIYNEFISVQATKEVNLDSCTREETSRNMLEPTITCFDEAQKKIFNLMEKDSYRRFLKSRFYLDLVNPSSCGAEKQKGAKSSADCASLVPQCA
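MLSMR compounds (23 nl, pin-transferred) preincubated 10 min at room temperature with a 500nM (2x) first reagent, then RGS4 at 900nM (2x) plus Transcreener GDP mix added; fluorescence polarization (620/688 nm) read before and after 90 min at 30 °C.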
Glioma ERSR ind: induces the endoplasmic reticulum stress response in human glioma cells. U87-MG GRP78 promoter luciferase reporter, 16 h. Potency, µM, for inactives: top-dose activation, actives largely listed as activators. hit rate 0.02% among 420,000. AID 602332; note: potency is the fitted concentration of half-maximal effect; series mostly up to about 76 µM; % of control where 0% means no effect; nearly all actives have a fitted effect of over 35% in size
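Stably transfected U87-MG human glioma cells carrying a GRP78-based luminescent sensor were seeded at 1000 cells/well, pin-dosed with compounds and incubated 16 h. Luciferase reagent was then added, and end-point luminescence was read after 10 min at room temperature.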
ERG Ets-DNA blk: inhibitors of human ERG Ets domain-DNA interaction; hit rate 0.028% among 370,000; Potency, µM (doses to about 76.9 µM), without a hit: top-dose FP activity, negative = inhibition, hits mostly inhibitors; AID 624246; fluorescence polarization, His-ERG Ets domain / labelled DNA; P11308; active = well fitted inhibition curve with a large enough effect in the polarisation, with a control signal flat; inconclusive = small, poorly fitted or top-dose-only effect, or effect the other way, or a change in a side signal; inactive = no such curve, though single readings can be large or run the other way; the % refers to the polarisation;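 note: polarization taken with two DNA probes labelled with fluorescein and Texas red; potency is the fitted concentration of half-maximal effect; % of control where 0% means no effect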
Target sequence (P11308 whole entry, looked up, the tested form may be a part): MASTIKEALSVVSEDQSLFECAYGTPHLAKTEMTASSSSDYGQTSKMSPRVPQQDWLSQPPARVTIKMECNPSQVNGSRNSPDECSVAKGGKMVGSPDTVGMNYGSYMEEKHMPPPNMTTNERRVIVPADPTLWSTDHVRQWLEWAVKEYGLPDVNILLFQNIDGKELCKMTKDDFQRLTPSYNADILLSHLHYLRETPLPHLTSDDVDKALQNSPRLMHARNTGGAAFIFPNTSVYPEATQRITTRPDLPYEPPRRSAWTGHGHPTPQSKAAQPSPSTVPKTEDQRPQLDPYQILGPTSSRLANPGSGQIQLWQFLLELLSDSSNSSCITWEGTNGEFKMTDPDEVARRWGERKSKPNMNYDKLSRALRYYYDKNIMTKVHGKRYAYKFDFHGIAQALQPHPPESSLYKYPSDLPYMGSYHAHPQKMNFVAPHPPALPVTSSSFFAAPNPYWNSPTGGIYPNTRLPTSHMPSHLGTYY
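His-tagged ERG Ets domain (1 uM in the protein solution; 300mM KCl, 50mM Tris-HCl, 1mM EDTA, 1mM DTT, pH 7.5) received compound, then a probe mix of 5 nM fluorescein-DNA and 100nM Texas-615-DNA. Fluorescence polarization was read for both dyes.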
D2 agonist: D2 dopamine receptor (human) agonism; activation, % at 2 µM; HEK293 T-REx D2 cells, calcium flux agonist mode; hit rate 0.53% among 340,000;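 active = activation over 3 SD above normal in the single-dose calcium agonist read, cut at about 30% in these data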; note: 0% is about no effect
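HEK293 Trex D2 cells, tetracycline-induced, o/n 30 C 5% CO2; no-wash Ca dye, RT 30–90 min; 10-cycle baseline, 23 nl cpd added, kinetic Ca read 180 s; agonist hits = positive Ca response.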
LDHA block: LDHA (human) enzyme inhibition; P00338; purified LDHA, NADH/diaphorase-resazurin fluorescence; hits give low values; activity change, % (values are at about 110 or 230 µM); hit rate 0.15% among 480,000; AID 1347041; in the data active = activity change below about -30%; inconclusive = mostly about -25% to -30%;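 note: plate controls were DMSO wells for no effect and wells without enzyme for full effect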
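Resorufin fluorescence (ex540/em590), read at 0 and 20 min after diaphorase/resazurin addition, reports the NADH left after a 5 min room-temperature reaction of 2 nM human LDH5 with 0.06 mM NADH and 0.2 mM pyruvate.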
* hit, by the source's call; i = inactive; ? = inconclusive; · = not tested or not shown; & = joins results of further samples; [ ] = another dose, or the depositor's remark. Unless noted, calls come from the whole dose curve; as a rule, active = well fitted curve in the direction sought with a large enough effect; inconclusive = small, poorly fitted or top-dose-only effect, or another doubt; inactive = no such curve, though single readings can be large; an effect the other way counts as inactive or inconclusive. These rows are one share of the data, so the mix of outcomes need not match the whole.

The opening 2 entries as a preview:
SMILES	12-LOX inh	Vif-A3F inh	Vif-A3G inh	D2 antag	RGS4 inh	Glioma ERSR ind	ERG Ets-DNA blk	D2 agonist	LDHA block
Cc1ccc(CN(C)C(=O)c2ccccc2Oc2ccccc2)o1	-10%	18%	0%	·	?	-3%	-3%	·	-2
CC(C)N1C(=O)CCN(C=O)c2ccccc21	2%	4%	10%	-11	-52%[56.9 µM]	-1%	2%	0.0	1

The listing, from the start:
SMILES	12-LOX inh	Vif-A3F inh	Vif-A3G inh	D2 antag	RGS4 inh	Glioma ERSR ind	ERG Ets-DNA blk	D2 agonist	LDHA block
Cc1ccc(CN(C)C(=O)c2ccccc2Oc2ccccc2)o1	-10%	18%	0%	·	?	-3%	-3%	·	-2
CC(C)N1C(=O)CCN(C=O)c2ccccc21	2%	4%	10%	-11	-52%[56.9 µM]	-1%	2%	0.0	1
OCC[C@@H]1C[C@H](O)[C@@H](O)[C@@]2(CCc3ccccc3O2)O1	10%	4%	0%	-10	-4%	-5%	-5%	0.2	-2
CC(C(=O)Nc1cccc([N+](=O)[O-])c1)N1CCN(C/C=C/c2ccccc2)CC1 (centres undefined)	-25%	-9%	1%	47*	-6%	0%	-1%	72*	-3
Cc1ccccc1Nc1nc(N)c2ccccc2n1	-2%	1%	-2%	-21	8%[11.4 µM]	-12%	-1%	-0.6	-4
CCOC(=O)CSC1=C(C#N)C(c2ccc(OC)cc2)C2=C(CC(C)(C)CC2=O)N1 (centres undefined)	0%[57.4 µM]	-3%	-8%	-9	11%[11.4 µM]	?	6%	0.0	2
O=C(O)CCCCCN1C(=O)C(O)=C(C(=O)/C=C/c2ccccc2)C1c1ccccc1[N+](=O)[O-] (centres undefined)	?	-37%	0%	-22	-46%	3%	9%	1.3	13
COc1cc(NC(=O)CSc2nnnn2C2CCCC2)cc(OC)c1	8%	-1%	0%	2	13%	-5%	10%	-0.8	-1
COc1ccc(NC(=O)N(C)C[C@H]2Oc3ccc(NC(=O)Nc4ccc5c(c4)OCO5)cc3C(=O)N([C@H](C)CO)C[C@@H]2C)cc1	?	2%	2%	·	-6%	-2%	-3%	·	4
C[C@@H]1CN([C@@H](C)CO)C(=O)CCCn2nncc2CO[C@@H]1CN(C)C(=O)NC1CCCCC1	35%[activator]	-5%	5%	·	·	-2%	·	·	1
Cc1ccccc1N1CCN(C(=O)CN2C(=O)c3ccccc3C2=O)CC1	1%	-8%	1%	-2	2%	3%	·	1.2	4
O=C(c1cccs1)n1nc(NCc2ccccc2)nc1NCc1ccccc1	-10%	0%	-4%	7	33%	-6%	2%	0.3	-3
COC(=O)c1cc(OC)c(OC)cc1NC(=O)c1ccccc1	12%	-5%	1%	-6	-49%	1%	-12%	0.0	-5
Cc1cc(C)c(S(=O)(=O)N2CCN(C(=O)CN3C(=O)NC4(CCCC4)C3=O)CC2)c(C)c1	6%	-1%	-6%	21	2%	-5%	-2%	0.1	2
Cc1cc2n(n1)C(c1ccccc1)Nc1ccccc1-2 (centres undefined)	-22%	4%	-9%	-3	18%	2%	-2%	-0.4	-5
COc1ccc(NC(=O)c2cc(=O)c3ccccc3o2)cn1	0%	3%	-6%	-4	-10%	2%	3%	0.8	3
COc1ccc(C2CC(c3cccs3)=NN2C(=O)CSc2nc3ccccc3o2)cc1 (centres undefined)	2%	-6%	-5%	-4	-6%	-2%	-4%	0.2	-6
CCn1c(CSc2nc3ccccc3s2)nnc1SCC(=O)c1ccc(O)c(O)c1	?	-5%	-1%	-29	-7%	-1%	-28%	-1.4	11
O=c1c2ccccc2nc2n1CCCCN2	-10%	-5%	0%	-22	-31%	4%	6%	-0.2	-6
CCC(=O)NC(=S)Nc1ccc(NC(=O)COc2ccccc2)cc1	-4%	3%	-8%	-2	-13%	0%	-3%	-0.8	-6
C=CCC(CC=C)(NC(=O)c1cccc(C)c1)c1ccccc1	-21%	-11%	1%	-8	-9%	-5%	8%	0.8	2
CC1=NN(Cc2ccccc2)C(=O)/C1=C/c1ccc(N(C)C)cc1	2%	-1%	-9%	20	-17%	0%	-6%	-0.4	1
CC(C)C(=O)Nc1cccc(NC(=S)NC(=O)c2cccs2)c1	4%	10%	6%	5	-45%	3%	0%	-0.2	-3
CCN(C(=O)c1cc2cc(Br)cc(OC)c2oc1=O)c1ccccc1	0%	-4%	-2%	·	-3%	-2%	-1%	0.3	-2
CCOc1cc(NC(=S)NCC2CCCO2)c(OCC)cc1NC(=O)CC(C)C (centres undefined)	-7%	9%	3%	-6	8%	-4%	-3%	0.9	-14

Next structures
SMILES	12-LOX inh	Vif-A3F inh	Vif-A3G inh	D2 antag	RGS4 inh	Glioma ERSR ind	ERG Ets-DNA blk	D2 agonist	LDHA block
CCn1c(SCC(=O)OC2CCCCC2)nnc1-c1ccncc1	0%	0%	1%	-16	-5%[56.9 µM]	-4%	3%	-1.0	-7
CN1OC[C@@H]2CN(Cc3ccccc3)[C@H](c3cccc(-c4ccc(C#N)cc4)c3)C[C@@H]21	-2%	-7%	1%	·	-11%	-5%	-5%	·	-1
Cc1cccc(OC(=O)CSc2nnc(-c3cccs3)o2)c1C	-8%	-3%	-3%	·	-1%	-5%	-6%	-0.5	-3
O=C(NCc1ccc(F)cc1)C1(S(=O)(=O)c2ccc(Cl)cc2)CC1	0%	-35%	8%	-1	26%	1%	-5%	-1.2	-5
CCOc1ccc(OCC)c(Nc2nc3ccc(C(=O)c4ccccc4)cc3n3cnnc23)c1	-17%	1%	-1%	·	14%	-2%	0%	-0.9	2
COc1ccc(CN2CCCCC2C)cc1OC (centres undefined)	10%	1%	-1%	·	-4%	0%	·	·	-6
CC1CCCCN1C(=O)Cn1c(=O)oc2cc(S(=O)(=O)N3CCCC3)ccc21 (centres undefined)	-7%	-7%	9%	-26	-8%	-4%	2%	0.9	3
COc1ccc(N2CCN(C(=O)CCN3C(=O)C4C5C=CC(C5)C4C3=O)CC2)cc1 (centres undefined)	-17%	-1%	0%	-17	12%	-5%	-6%	0.5	-1
COc1ccc(CNC(=O)c2cc3c(=O)n4cccc(C)c4nc3n(CC3CCCO3)c2=N)cc1 (centres undefined)	-5%	4%	-1%	-6	-21%[56.9 µM]	1%	4%	0.3	0
Cc1ccc(C2=NN(CC(=O)NCCN(C)C)C(=O)CC2)cc1	0%	9%	1%	-13	3%	-6%	?	0.3	-4
CCOC(=O)NC(Nc1sc2c(c1C(N)=O)CCCC2)(C(=O)OCC)C(F)(F)F (centres undefined)	?	-18%	-3%	-5	-25%	-3%	4%	0.3	16
CCOc1ccc(NC(=O)Cn2nnc(-c3ccccc3NC(=O)C3CC3)n2)cc1	0%	-11%	3%	-19	-8%[11.4 µM]	-2%	-6%	-0.2	-7
O=c1c2cc(NC(=S)NC3CCCCC3)ccc2nc2n1CCCCC2	0%	-25%	-1%	2	?	1%	17%	-5.9	-1
O=C(COC(=O)C1CC1)Nc1ccc(OC(F)F)cc1	-1%	7%	1%	3	2%	0%	2%	0.4	-6
COc1cc(C(=O)NC(=S)Nc2ccc3c(c2)OCO3)cc(OC)c1OC	-29%	12%	-3%	2	-7%	0%	0%	-0.6	-5
Cc1ccnc(NC(=O)CCC(=O)N(CC(=O)NC(C)(C)C)c2ccc3c(c2)OCCO3)c1	-36%	4%	-1%	-1	-14%	-2%	1%	-0.3	-4
CC(C)(C)c1ccc(C(=O)OCC(=O)NC2CC2)cc1	-3%	1%	2%	-16	-12%	-1%	-3%	-0.2	-12
CCOc1ccc(NCC(=O)c2ccc(C)cc2)cc1	?	-17%	-3%	-11	-3%	7%	4%	0.2	9
COc1ccc(N(Cc2cc3cc(OC)ccc3[nH]c2=O)S(=O)(=O)c2ccc(NC(C)=O)cc2)cc1	-17%	-2%	-1%	-7	-4%	1%	8%	0.0	0
O=C1C2C3CCCC3=C3CCCC3C2C(=O)N1c1cccc(Cl)c1 (centres undefined)	?	7%	1%	-14	-9%	1%	-2%	0.6	3
CC(Sc1nnc(N)s1)C(=O)NC1CCCCC1C (centres undefined)	8%	?	-1%	11	23%	0%	13%	0.3	-2
COc1ccc(N(CC(=O)NC2CCCCC2)S(=O)(=O)c2cccnc2)cc1	i	-2%	-2%	5	6%	-4%	2%	-0.8	-16
O=C1COc2ccc(S(=O)(=O)NCCc3ccccc3)cc2N1	2%	3%	1%	1	6%	-5%	9%	-2.9	-3
O=C(NCCCNC(=O)c1ccco1)c1ccco1	86%[activator][57.4 µM]	2%	1%	-4	-14%	3%	3%	0.4	-7
Cc1ccc(C(=O)O)c(NC=O)c1OCc1ccccc1	-9%	2%	-1%	·	-9%	-4%	7%	·	8
O=C(CN1C(=O)C2C3C=CC(C3)C2C1=O)NCc1ccccc1 (centres undefined)	6%	0%	-1%	-13	13%	-6%	4%	-0.3	1
CC(C)(C)c1ccc(C(=O)NCC(=O)OCC(=O)Nc2nc(-c3ccc(F)cc3)cs2)cc1	0%	-2%	1%	3	-18%	1%	10%	1.0	-1
O=C1c2[nH]nc(-c3ccccc3O)c2C(c2cccc(O)c2)N1Cc1ccncc1 (centres undefined)	3%&-7%	2%	-9%	·	12%	-3%	-10%	-0.5	1&3

Quoted from the listing.
D2 agonist result of CCOc1ccc(NCC(=O)c2ccc(C)cc2)cc1 = 0.2
ERG Ets-DNA blk result of Cc1ccc(C(=O)O)c(NC=O)c1OCc1ccccc1 = 7%
Vif-A3F inh result of CCOc1ccc(OCC)c(Nc2nc3ccc(C(=O)c4ccccc4)cc3n3cnnc23)c1 = 1%

Screens (PubChem BioAssay)
